High-throughput results from PubChem BioAssay.
OX1R antag-1: blocks the human orexin 1 receptor; O43613; inhibition, % at 5 µM; 330,000 tested, 0.43% active; AID 434989; CHO/OX1R cells, Fluo-8 calcium fluorescence, orexin A;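 active = inhibition above its plate's threshold, mean inhibition of all tested compounds on the plate plus 3 SD, cut at about 37% in these data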;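 also: 0% = orexin A challenge wells and 100% = SB-334867-A antagonist wells; not every result past the cut was called active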
Target sequence (O43613 whole entry, looked up): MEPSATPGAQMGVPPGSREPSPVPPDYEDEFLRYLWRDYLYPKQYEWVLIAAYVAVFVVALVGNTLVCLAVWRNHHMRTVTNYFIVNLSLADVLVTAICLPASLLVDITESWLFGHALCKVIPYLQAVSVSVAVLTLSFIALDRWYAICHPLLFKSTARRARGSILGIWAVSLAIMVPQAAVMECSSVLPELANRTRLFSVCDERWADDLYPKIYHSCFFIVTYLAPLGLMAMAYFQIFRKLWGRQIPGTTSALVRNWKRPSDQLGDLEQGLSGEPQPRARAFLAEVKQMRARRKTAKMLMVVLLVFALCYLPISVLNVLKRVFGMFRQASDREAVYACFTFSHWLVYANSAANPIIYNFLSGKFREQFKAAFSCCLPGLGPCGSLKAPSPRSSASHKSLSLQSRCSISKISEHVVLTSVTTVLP
OX1R antag-2: blocks the human orexin 1 receptor; OX1R-expressing cells, FRET antagonist read-out; inhibition, % at 6.6 µM; O43613; AID 485270; 330,000 tested, 1.8% active; in the data active = inhibition mostly above about 38%, no sharp cut-off; inactive = mostly below about 40%;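 also: 0% = agonist challenge alone and 100% = reference antagonist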
Starred values were filed as active, the others as inactive. Outcome played no part in choosing rows (roughly 2.1% active in at least one column).

SMILES	OX1R antag-1	OX1R antag-2
CCCCCCCCS(=O)c1sc2nc3c(cc2c1N)CCCC3 (stereo unspecified)	-25	7
C(=N\n1cnnc1)/c1ccccn1	-4	7
CC(C)=CCCC(C)CN1CCC(n2nccc2NC(=O)c2ccccc2)CC1 (stereo unspecified)	-33	18
O=C(CN(Cc1ccccc1F)S(=O)(=O)c1ccc(Cl)cc1)NCCCO	-21	11
O=C(CSc1nc2ccccc2n1Cc1ccccc1)N/N=C/c1ccco1	-19	12
COc1ccccc1N1CCN(CCCCOc2ccc(F)cc2)CC1	-25	16
O=c1onc(-c2ccc(Cl)cc2)n1Cc1ccc(F)cc1	-4	23
CC1Cc2ccccc2N1C(=O)Cn1cnc2ccccc2c1=O (stereo unspecified)	-16	12
COC(=O)c1ccc(Oc2nc(NC(C)(C)C)nc(N3CCOCC3)n2)cc1	-15	1
Cc1ccc(NC(=O)c2c(C)nc3sc(C(=O)NC4CCCC4)c(N)c3c2-c2ccco2)c(C)c1	-22	20
CCCc1cc(=O)oc2cc(OCC(=O)N3CCOCC3)c(Cl)cc12	1	19
CC1CC(C)CN(CC(C)(C)NS(=O)(=O)c2ccccc2)C1 (stereo unspecified)	-6	1
CCN1CCN(CCCNc2ncnc3nc[nH]c23)CC1	-12	2
CC(NC(=O)c1cccs1)C(c1cccs1)N1CCN(c2ccccc2)CC1 (stereo unspecified)	-39	9
COc1ccccc1S(=O)Cc1ccc(C(=O)NC2CCCC2)o1 (stereo unspecified)	-6	11
COc1ccc(NC(=S)NNC(=O)OC(C)(C)C)cc1OC	-9	6
CCCCOc1ccc(-c2nnn(CC(=O)c3c[nH]c4ccccc34)n2)cc1	-9	14
Cc1ccc(-c2csc3ncnc(NCCC(=O)O)c23)cc1	2	32
CCCCCCn1c(=O)c(F)cn(Cc2ccc(OC)c([N+](=O)[O-])c2)c1=O	-30	13
O=C(CSc1ccc(Br)cc1)NC1CCCCCC1	-12	4
CCCCSC1=N/C(=C/c2ccsc2)C(=O)N1c1ccccc1	-30	10
COc1cc(N/N=C(\C)c2ccc(N)cc2)nc(-c2ccccc2)n1	-11	12
CCOC(=O)Nc1nc(-c2ccccc2)c(C(=O)c2ccc(Cl)cc2)s1	-42	16
COc1ccc(C(=O)N2c3ccccc3CC2C)cc1OC (stereo unspecified)	-13	15
Cc1ccc(NC(=O)COC(=O)C2CC2(Cl)Cl)cc1C (stereo unspecified)	-13	5

Sorted by value in OX1R antag-2 (high to low): some entries from above
smiles,OX1R antag-2
COc1ccc(C(=O)N2c3ccccc3CC2C)cc1OC (stereo unspecified),15
CCCCCCn1c(=O)c(F)cn(Cc2ccc(OC)c([N+](=O)[O-])c2)c1=O,13
O=C(CN(Cc1ccccc1F)S(=O)(=O)c1ccc(Cl)cc1)NCCCO,11

Two of the compounds above, bar-delimited.
Molecule | OX1R antag-1 | OX1R antag-2
O=C(CSc1ccc(Br)cc1)NC1CCCCCC1 | -12 | 4
CCCCSC1=N/C(=C/c2ccsc2)C(=O)N1c1ccccc1 | -30 | 10

Next section
SMILES	OX1R antag-1	OX1R antag-2
COc1ccccc1NC(=O)N1CCN(Cc2ccc3c(c2)OCO3)CC1	-5	13
Cc1onc(-c2c(Cl)cccc2Cl)c1C(=O)NCc1ccco1	-18	6
C=C(C)COc1ccc(-c2ncncc2-c2ccccc2OC)c(O)c1	-39	9
CCCCOc1ccc(CSc2nc(C)[nH]c2[N+](=O)[O-])cc1[N+](=O)[O-]	20	26
CCCN(C(=O)c1cccc(S(=O)(=O)N2CCN(C)CC2)c1)c1c(N)n(Cc2ccccc2)c(=O)[nH]c1=O	-13	18
CC(Oc1ccccc1)C(=O)NNS(=O)(=O)c1ccc([N+](=O)[O-])cc1 (stereo unspecified)	-3	36
COc1cc(NC(=O)c2cc3cccc(OC)c3o2)cc(C(=O)Nc2cccc(C(F)(F)F)c2)c1	24	12
Cc1nn(-c2ccccc2)c(Cl)c1C1C(C#N)=C(N)OC2=C1C(=O)CC(C)(C)C2 (stereo unspecified)	-21	29
O=[N+]([O-])c1cc(F)c(N2CCOCC2)cc1N1CCCCC1	-15	14
COC(=O)c1sc(S(=O)(=O)N2CCN(c3ccc(OC)cc3)CC2)c(C(=O)OC)c1C	-30	7
CC(C)Oc1ccc(C2C(C(=O)c3ccco3)=C(O)C(=O)N2Cc2cccnc2)cc1 (stereo unspecified)	14	-3
CCN(C(=S)Nc1ccccc1F)C1CCCCC1	-15	12
CCC(C)Sc1nc2c(c(=O)[nH]c(=O)n2C)n1C (stereo unspecified)	5	7
Nc1nonc1-n1nnc(C(=O)N/N=C/c2ccccc2Br)c1CN1CCCC1	-12	21
COc1ccc(CCNC(=O)CCn2c(=O)c3cccn3c3cccnc32)cc1OC	-11	10
C=CCn1c(CCNC(=O)c2ccccc2F)nnc1SCC(=O)Nc1ccc(OC)cc1	-25	27
CC(=O)Nc1ccccc1N(CC(O)Cn1c2ccccc2c2ccccc21)S(=O)(=O)c1ccc(C)cc1 (stereo unspecified)	-43	-4
CCc1cccc(CC)c1NC(=S)NCc1ccc2[nH]c(C)cc2c1	-4	0
CC1(C)CC(=O)c2c(O)cc(OCC(=O)Nc3ccc(CCO)cc3)cc2O1	-15	3
O=C(NC1CCCCC1)C1CCN(C(=O)c2ccc(-c3ccccc3)cc2)CC1	-22	5
O=C(/C=C/c1ccc(OC(F)F)cc1)Nc1cccc(S(=O)(=O)NC2=NCCCCC2)c1	-18	34
COc1ccc(OCCCC(=O)Nc2nccs2)cc1	-2	35
CCCCCOC(=O)c1c(N)n(CCOC)c2nc3ccccc3nc12	-32	33
CCCCCC(=O)OCCc1c(C)nc2nc[nH]n2c1=O	1	8
CN(C)S(=O)(=O)c1cc(C(=O)NCCCn2ccc3ccccc32)ccc1Cl	2	34
(cont.)
SMILES	OX1R antag-1	OX1R antag-2
NC1CCN(c2c(F)cc3c(=O)c(C(=O)O)cn(C4CC4)c3c2Cl)C1 (stereo unspecified)	-16	18
CCc1ccc(/C=N/NC(=O)c2nnn(-c3nonc3N)c2CN2CCc3ccccc32)cc1	-10	26
O=C(N/N=C\c1cccc(Cl)c1)c1ccc(Cn2cc(Br)c([N+](=O)[O-])n2)o1	9	40
Cc1ccc(NC(=O)Cn2nnc3ccccc32)c(C)c1	-11	18
CCn1c(C2CCN(S(=O)(=O)c3ccc(OC)cc3)CC2)n[nH]c1=S	-10	13
C=CCN1C=C2C(=O)C(C)(OC(=O)CC)C(=O)C=C2C=C1CCCC (stereo unspecified)	-6	33
O=C(NNc1cc(Cl)cc(Cl)c1)c1cccs1	-14	12
CCOC(=O)C1CN(S(=O)(=O)c2ccc(OC)cc2)c2cc(Cl)ccc2O1 (stereo unspecified)	-13	8
C=CCn1c2ccccc2n2nc(C)c(=O)nc12	-8	20
CCOc1ccc(OCC(=O)Nc2ccc(N3CCCCC3)cc2)cc1	-7	18
CCN(CC)C(=O)c1[nH]cnc1C(=O)N[C@@H](CC(C)C)C(=O)OCc1ccccc1	-31	9
COc1ccccc1N(O)C1CC(=O)N(c2ccc(Br)cc2)C1=O (stereo unspecified)	-7	30
N#CCCCSc1nnc(-c2ccc(Cl)cc2)n1-c1ccccc1	-8	4
CCOc1ccccc1OCC(=O)NC1CCCCC1	-16	9
CN(CC(=O)Nc1ccccc1C(=O)NC1CC1)Cc1ccco1	2	-4
Cc1ccc(C)c(S(=O)(=O)NC(C)C(=O)NCc2ccccn2)c1 (stereo unspecified)	13	18
CCOCc1nnc(NC(=O)c2cccc(OC)c2)s1	-12	23
CN(C(=O)CCN1C(=O)c2ccccc2C1=O)C1CCCCC1	-11	21
Cc1nnc(SCC(=O)Nc2ccccc2)c2ccccc12	-23	-1
O=C(NCc1ccccc1)C(Cc1ccccc1)N1C(=O)C2C3CCC(C3)C2C1=O (stereo unspecified)	-36	11
CS(=O)(=O)c1ccccc1C(=O)N(CCc1ccccc1)Cc1ccccc1	-27	44
Cc1nc(-n2nnc(CO)c2CO)nc2c1CCC2	-4	16
COc1cc(OC)cc(C(=O)N2CCC(C(=O)NCCc3ccccc3)CC2)c1	-33	7
Cc1cc(Br)c(NC(=O)COn2nnc3ccc(S(C)(=O)=O)cc32)c(Br)c1	-20	21
CO/N=C/C(=N\Nc1cc(OC)cc(OC)c1)C(=O)c1ccccc1	-34	4

Reprinted from the part before: three entries; new compounds follow.
SMILES	OX1R antag-1	OX1R antag-2
COc1cc(OC)cc(C(=O)N2CCC(C(=O)NCCc3ccccc3)CC2)c1	-33	7
Cc1cc(Br)c(NC(=O)COn2nnc3ccc(S(C)(=O)=O)cc32)c(Br)c1	-20	21
CO/N=C/C(=N\Nc1cc(OC)cc(OC)c1)C(=O)c1ccccc1	-34	4
O=C(CN1CCN(Cc2ccc3c(c2)OCO3)CC1)Nc1ccc(N2CCOCC2)cc1	-8	-6
CC(=O)c1ccc(S(=O)(=O)NCCCC(=O)NCCc2ccccn2)cc1	1	10
O=[N+]([O-])c1ccc(Oc2ccc(-c3nnco3)cc2)c(Cl)c1	-7	45
CCN(CC)S(=O)(=O)c1ccc(Cl)c(NC(=O)COc2ccc(OC)cc2)c1	2	13
COc1cc(C(c2sc3nc(C)nn3c2O)N2CCN(c3ccccc3)CC2)cc(OC)c1OC (stereo unspecified)	-27	7
COC(=O)c1ccc(/C=C/C(=O)OCC(=O)Nc2sccc2C(N)=O)cc1	33	56*
C=CCNC(=S)NNC(=O)c1cc(C)nc2ccccc12	-1	18
CNC(=S)NC1CC2CCCC(C1)N2Cc1ccccc1OC (stereo unspecified)	-20	3
Cc1ccc(CNC(=O)[C@H](C)[C@H]2C[C@]2(C)[C@H](NC(=O)OCc2ccccc2)c2ccccc2)o1	-2	19
Cc1ccc(N(O)C(=O)OCCNC(=O)Nc2ccccc2)cc1	-4	12
CN(C)C(=O)COC(=O)c1ccccc1OCC(=O)Nc1ccc(SC(F)F)cc1	-20	11
Cc1ccc(F)cc1NC(=O)c1cnccn1	-10	22
COc1ccc(F)c(CN2CCC(N3CCC(C(=O)N4CCOCC4)CC3)CC2)c1	-18	12
CCCCc1ccc(CC2S/C(=C(\C#N)C(=O)N3CCOCC3)N(c3ccccc3)C2=O)cc1 (stereo unspecified)	-17	26
CCc1noc(C)c1C(=O)OC(C)C(=O)Nc1ccccc1OC (stereo unspecified)	-22	16
CCCCN(C(=O)c1cnc2n(c1=O)CCS2)c1ccccc1	-5	4
CN(C)C(=O)c1ccc(NC(=O)COC(=O)C2=COCCO2)cc1	7	5
CN(CC(=O)Nc1cc(S(=O)(=O)N2CCCCCC2)ccc1Cl)Cc1ccc2c(c1)OCO2	41	5
Cc1ccc(N2CC(C(=O)N3CCCCCC3)CC2=O)cc1 (stereo unspecified)	-29	20
Cc1nc(Nc2ccccc2)sc1C(=O)c1ccc(F)cc1	-14	8
Cn1c(C=O)c(C#Cc2ccccc2)c2ccccc21	-13	-4
O=C(CN(CCc1ccccc1)C(=O)c1csnn1)NC1CCCC1	-13	20
CN(CC(=O)Nc1cccc(F)c1)C(=O)CCc1nc2ccccc2c(=O)[nH]1	-4	5
Cc1ccc(NC(=S)NCc2ccc3c(c2)OCO3)cc1C	-11	4
Cc1ccc(CNC(=O)c2ccc(N3CCC4(CC3)CC(c3ccccc3)=NO4)c([N+](=O)[O-])c2)cc1	-25	34
(cont.)
SMILES	OX1R antag-1	OX1R antag-2
Clc1nnc(N/N=C/c2ccccc2)c2ccccc12	-11	14
Cc1ccccc1CSCC(=O)NCCSc1ccccn1	-15	16
CC(=O)NC1C(Oc2ccccc2C)OC(CO)C(O)C1O (stereo unspecified)	-1	1
CC(C)COc1ccc(S(=O)(=O)n2cc(F)c(=O)[nH]c2=O)cc1	-14	32
Cc1cccc(CN2C(=O)CSc3ccc(C(=O)NC4CC4)cc32)c1	-28	35
OC1(c2ccc(Cl)cc2)CN(c2ccccc2)C2=[N+]1CCS2 (stereo unspecified)	-21	2
CCOC(=O)CC1C(=O)NCCN1c1nc2ccc(C)cn2c(=O)c1/C=C1\SC(=S)N(CC(C)C)C1=O (stereo unspecified)	49*	17
CN(CC(O)COc1ccc(OCC(O)CN(C)C2CCCCC2)cc1)C1CCCCC1 (stereo unspecified)	0	16
CCN(CC)c1ccc2cc(/C(N)=N/NC(=O)c3cccs3)c(=O)oc2c1	28	22
Cc1cc(C)nc(SCC(=O)Nc2ccc(S(=O)(=O)Nc3onc(C)c3C)cc2)n1	1	3
COc1ccc(-c2cc(C(=O)N3CCN(c4ncccn4)CC3)c3ccccc3n2)cc1OC	-18	6
c1ccc2nc(-c3nccs3)ccc2c1	-5	33
O=C(CCC(=O)N1CCOc2ccccc21)NC1CCN(Cc2ccccc2)CC1	-20	-1
Cc1ccc(C)c(Cn2c(=O)n(CCCC(=O)NCc3ccco3)c(=O)c3sccc32)c1	-20	8
Cc1cc(Cl)ccc1Oc1ncnc2onc(C)c12	-4	6
O=C(O)c1cccc(OCCN2CCCC2=O)c1	-14	8
CCN(CC(=O)Nc1c(F)cccc1F)C(=O)CC1CCCCC1	0	2
Cc1ccc(S(=O)(=O)N2CCC(=O)N(CCOCc3cccc(C(F)(F)F)c3)CC2)cc1	-28	26
COc1ccc(S(=O)(=O)NCCSCc2ccco2)cc1Cl	-10	10
CCOc1ccc2nc(SCC(=O)Nc3ccc4c(c3)OCCO4)[nH]c2c1	-25	12
CCN(CC)C(=O)C1=C(C)Nc2nc3ccccc3n2C1c1cccc(OC)c1 (stereo unspecified)	-33	8
COc1cccc(CN2CC(C(=O)NC3(c4ccccc4)CC3)CCC2=O)c1 (stereo unspecified)	-10	9
COc1ccc(-c2nnc(-c3cc(OC)c(OC)c(OC)c3)o2)cc1OC	-15	39

Full records as entered above. Order of screens: OX1R antag-1 | OX1R antag-2
CC(=O)NC1C(Oc2ccccc2C)OC(CO)C(O)C1O (stereo unspecified) is entered as -1 | 1
O=C(O)c1cccc(OCCN2CCCC2=O)c1 is entered as -14 | 8
O=C(CCC(=O)N1CCOc2ccccc21)NC1CCN(Cc2ccccc2)CC1 is entered as -20 | -1
